# HCMV antiviral – human cytomegalovirus inhibition; HFF cells, HCMV-luciferase reporter, 72 h; active compounds read low; actives 4.5% (n = 410,000); activity change, negative = inhibition, % at 57.5 µM; in the data active means activity change below about -60%; inconclusive means no clear call, values can overlap the other calls; inactive means above about -39%; further: on the % scale 0 is the no-effect control and ±100 the full control effect
#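 Steps: HFFs plated, 16 h 37C; compounds added; HCMV-luciferase added to MOI 1 PFU/cell; 72 h 37C; OneGlo reagent, 5 min room temperature; luminescence read, normalized to controls.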
# AMA1 RON2 block – AMA1-RON2 (P. falciparum) interaction inhibition; AlphaScreen AMA1-biotinylated RON2 peptide binding; Potency, µM (series often up to 58.2 µM), for the others: at the highest dose activity change, negative = inhibition, most hits filed as inhibitors; actives 0.2% (n = 360,000);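 further: potency means the concentration at half of the fitted maximal effect; 0% = vehicle wells and -100% = peptide control; nearly all actives have a fitted effect of over 45% in size; some results filed as inactive show a strong effect at the top dose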
#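 AMA1 (3D7) with his tag at 25 nM final met compounds first, then biotinylated RON2 peptide at 25 nM; detection used donor plus acceptor beads, 10 µg/mL apiece, read by AlphaScreen after 30 min at room temperature.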
# Giardia FBPA inh – Giardia lamblia aldolase inhibition. A8B2U2. purified Giardia FBPA. Potency, µM (titrated, usually from 59.6 µM), without a hit: at the highest dose activity, negative = inhibition, actives largely listed as inhibitors. actives 0.71% (n = 290,000); further: potency means the concentration at half of the fitted maximal effect; on the % scale 0 is the no-effect control and ±100 the full control effect; nearly all actives have a fitted effect of over 55% in size
# Target sequence (A8B2U2 whole entry, looked up): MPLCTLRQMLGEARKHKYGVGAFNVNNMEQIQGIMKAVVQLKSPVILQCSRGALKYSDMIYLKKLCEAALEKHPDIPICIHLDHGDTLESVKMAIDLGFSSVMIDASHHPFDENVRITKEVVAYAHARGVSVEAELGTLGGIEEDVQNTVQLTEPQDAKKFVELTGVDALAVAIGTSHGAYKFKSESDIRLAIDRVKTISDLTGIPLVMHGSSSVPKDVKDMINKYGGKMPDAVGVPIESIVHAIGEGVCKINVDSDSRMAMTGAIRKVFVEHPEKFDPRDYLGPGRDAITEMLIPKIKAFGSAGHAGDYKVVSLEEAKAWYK
#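 Giardia FBPA (40 nM reagent) was preincubated 10 min at RT with compound (up to 57.5 uM final), then substrate plus GAPDH/TPI/NAD/arsenate coupling system with diaphorase/resazurin was added; resorufin fluorescence (525/598 nm) was read after 20 min.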
# AmpC detergent – blocks E. coli AmpC beta-lactamase in detergent assay | P00811 | AmpC hydrolysis of nitrocefin, absorbance 480 nm, 0.01% Triton | Potency, µM (titrated, usually from 114 µM), inactives show at the highest dose activity change, negative = inhibition, most hits filed as inhibitors | actives 0.041% (n = 370,000) | AID 485294;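 further: potency means the concentration at half of the fitted maximal effect; 0% = no-compound wells and -100% = no-enzyme wells; nearly all actives have a fitted effect of over 25% in size; some results filed as inactive show a strong effect at the top dose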
# Target sequence (P00811 whole entry, looked up): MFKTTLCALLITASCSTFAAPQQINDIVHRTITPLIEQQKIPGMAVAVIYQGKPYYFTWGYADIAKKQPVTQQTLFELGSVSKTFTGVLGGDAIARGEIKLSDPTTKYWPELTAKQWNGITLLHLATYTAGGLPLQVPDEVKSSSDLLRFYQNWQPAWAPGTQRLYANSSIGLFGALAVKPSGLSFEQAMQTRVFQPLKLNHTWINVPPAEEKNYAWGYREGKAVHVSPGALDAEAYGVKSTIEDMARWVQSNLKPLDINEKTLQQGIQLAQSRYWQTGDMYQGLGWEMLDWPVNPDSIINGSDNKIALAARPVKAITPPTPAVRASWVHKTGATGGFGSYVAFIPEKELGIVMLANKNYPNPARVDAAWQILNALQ
#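 20 mM phosphate pH 7.0 + 0.01% (detergent screen) or 0.0001% Triton X-100; 5.3 nM AmpC reagent; cpd preinc 15 min RT; nitrocefin (800 uM stock) to start; A480 q20 s × 4 min; Activity was normalised to no-enzyme and no-compound control wells.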
# Shiga toxin inh – blocks Shiga toxin action in Vero cells | Vero cells, Shiga toxin protein synthesis inhibition reporter | actives 9.2% (n = 290,000) | inhibition, % at 38.7 µM | AID 2315; in the data active means inhibition mostly above about 28%, no sharp cut-off; inactive means mostly below about 43%; further: 0% is about no effect
# Cycloheximide cs – counter-screen hit for Shiga toxin inhibitors, cycloheximide | cell reporter, cycloheximide protein synthesis inhibition counterscreen | max response, % | actives 12% (n = 300,000); in the data active means max response mostly above about 13%, no sharp cut-off; inactive means mostly below about 14%; further: read at 38.3 µM for the half of the compounds with a filed dose; 0% is about no effect
# AmpC inh no detg – inhibitors of E. coli AmpC beta-lactamase without detergent. actives 0.52% (n = 330,000). AmpC nitrocefin hydrolysis, absorbance 480 nm, 0.0001% Triton. Potency, µM (titrated, usually from 57.1 µM), for the others: top-dose activity change, negative = inhibition, usual class: inhibitors;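 further: potency means the concentration at half of the fitted maximal effect; plate controls were no compound for no effect and no enzyme for full effect; nearly all actives have a fitted effect of over 20% in size; some results filed as inactive show a strong effect at the top dose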
#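 AmpC (5.3 nM in the dispensed reagent) in 20 mM phosphate pH 7.0 with 0.01% (detergent screen) or 0.0001% Triton X-100 was preincubated with compounds for 15 min at room temperature. Nitrocefin was then added from an 800 uM solution, and hydrolysis was followed at 480 nm.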
# * hit, by the source's call; ? = inconclusive; / = no result given; & = joins results of further samples; [ ] = remark or other dose. Unless noted, the call rests on the fitted dose curve; in most records, active means well fitted curve in the direction sought with a large enough effect; inconclusive means small, poorly fitted or top-dose-only effect, or another doubt; inactive means no such curve, though single readings can be large; an effect the other way counts as inactive or inconclusive.
Molecule	HCMV antiviral	AMA1 RON2 block	Giardia FBPA inh	AmpC detergent	Shiga toxin inh	Cycloheximide cs	AmpC inh no detg
Cc1ccccc1NC(c1cccc(Cl)c1)c1nnnn1C1CCCCC1 (stereo not given)	7	1%	0%	-2%	4	-2	-32%
Cc1ccccc1Cn1c2ccccc2c2cnn(CC(=O)NCCCN3CCN(C)CC3)c(=O)c21	-12	4%	/	-5%	1	-10	188%[activator]
O=C(Nc1ccccc1)c1cccc(N2C(=O)C3C4C=CC(C5CC45)C3C2=O)c1 (stereo not given)	-24	-2%	/	0%	8	3	-20%
Cc1onc(C(=O)Nc2cccc(C(F)(F)F)c2)c1[N+](=O)[O-]	-17	-15%	/	3%	22	27*	-17%
O=C(CCCN1C(=O)/C(=C\c2ccccc2)SC1=S)Nc1ccc(C(=O)O)cc1	-31	15%	4%	-15%	-5	-2	-10%
Cc1ccc(S(=O)(=O)N(C)Cc2nc(-c3ccccn3)no2)cc1	9	29%	0%	?	-15	-3	-21%
CC(=O)NC1(C(F)(F)F)NC(=O)N(CCc2ccccc2)C1=O (stereo not given)	?	-4%	5%	3%	-7	-2	-11%
CCC(=O)N(C)/C=C1\Sc2ccccc2C1=O	153	-19%	/	2%	148*	30*	-9%
Cn1c(=O)c(/C=C/c2ccc(F)cc2)nc2ccccc21	65	48%[activator]	-5%	3%	75*	36*	-4%
COc1ccc(COCC(O)CN2CC(C)OC(C)C2)cc1OC (stereo not given)	28	13%	-15%	5%	-6	0	-15%
CC(=O)c1ccc(NC(=O)[C@@]2(CC(=O)O)CC(/C=C/c3ccccc3)=NO2)cc1	-30	-8%	6%	-2%	-11	-2	-10%
NC(=O)CC(NC(=O)Cc1ccc(Br)cc1)c1ccc(NC2CCC2)c([N+](=O)[O-])c1 (stereo not given)	1	-2%	1%	-8%	-10	-8	16%
CCOC(=O)c1[nH]cnc1N=Nc1c(O)ccc2ccccc12	-97*	29%	21%	?	-6	2	-12%
CC1CC(C)CN(C(=O)c2cccc(S(=O)(=O)N(C)c3ccccc3)c2)C1 (stereo not given)	?	6%	/	-15%	/	/	70%[activator]
CN(C)c1ccc(S(=O)(=O)NCC(=O)NCCC2=CCCCC2)cc1[N+](=O)[O-]	-16	-9%[11.6 µM]	/	0%	/	/	-2%
C=CCn1c(SCc2nc3ccccc3[nH]2)nnc1-c1ccncc1	-25	19%	-2%	-7%	53	-1	-16%
COc1ccc(C(=O)N/N=C/c2cccc3cccnc23)cc1	72	?	-7%	1%	-4	-2	-51%
C[C@@H](OC(=O)N1CCCCC1)[C@H]1O[C@]2(C)CCCC[C@H]1O2	-20	4%	/	-1%	/	/	-1%
CC(C)=C(NC(=O)c1ccccc1)C(=O)NCCCC(=O)O	45	-1%	2%	-4%	26	0	-10%
Cc1cccn2c(CN(C)CC3CCCCO3)c(C(=O)N3CCCCC3)nc12 (stereo not given)	32	-1%	-1%	5%	10	8	21%
COc1ccc(CCn2c(=N)c(S(=O)(=O)c3ccc(C)cc3)cc3c(=O)n4ccccc4nc32)cc1	?	16%	/	-4%	-7	-2	-29%
COc1ccc(CC(=O)Nc2ccccc2C(=O)N2CCOCC2)cc1	-35	1%	5%	-11%	-13	-1	-16%
CC1=Nc2ccccc2/C1=C/c1c(O)[nH]c(=O)[nH]c1=O	4	-17%	7%	-5%	-4	0	-20%
CCN1CCN(c2ncc(C(=O)Nc3cc(Cl)ccc3OC)c3ccccc23)CC1	19	?	5%	-15%	-9	-5	168%[activator]
Cc1ccc(S(=O)(=O)N2CCC(CN3C(=O)c4cccc5cccc(c45)C3=O)CC2)cc1	-17	-1%	/	-3%	26	-1	-25%

# Some of the entries above, reformatted.
# Results follow in this order: HCMV antiviral, AMA1 RON2 block, Giardia FBPA inh, AmpC detergent, Shiga toxin inh, Cycloheximide cs, AmpC inh no detg
- COc1ccc(COCC(O)CN2CC(C)OC(C)C2)cc1OC (stereo not given)
    28, 13%, -15%, 5%, -6, 0, -15%
- CC(=O)c1ccc(NC(=O)[C@@]2(CC(=O)O)CC(/C=C/c3ccccc3)=NO2)cc1
    -30, -8%, 6%, -2%, -11, -2, -10%
- NC(=O)CC(NC(=O)Cc1ccc(Br)cc1)c1ccc(NC2CCC2)c([N+](=O)[O-])c1 (stereo not given)
    1, -2%, 1%, -8%, -10, -8, 16%
- CCOC(=O)c1[nH]cnc1N=Nc1c(O)ccc2ccccc12
    -97*, 29%, 21%, ?, -6, 2, -12%

# (listing goes on)
Molecule	HCMV antiviral	AMA1 RON2 block	Giardia FBPA inh	AmpC detergent	Shiga toxin inh	Cycloheximide cs	AmpC inh no detg
CCOC(=O)C1CCN(C2=NC(=O)/C(=C/c3ccc(OC)c(OC)c3)S2)CC1	31	-2%	3%	1%	-11	-6	52%
Cc1ccccc1C(=O)Nc1cc(NC(=O)c2ccccc2C)cc(C(=O)O)c1	0	?	8%	-1%	7	8	-16%
Cc1cc(NC(=O)c2cncc(Br)c2)no1	6	-5%	5%	?	-13	-3	-11%
CCCc1c(NC(=O)Nc2ccc(F)cc2)cnn1-c1ccccc1	-67*	-8%	-4%	0%	45*	23*	-36%
CC(C)OC(=O)CC1=NC(=O)CS1	-3	13%	8%	?	-16	-7	-15%
CCOC(=O)c1ccc(N2CCOCC2)c(NC(=O)c2c(-c3ccccc3)noc2C)c1	-5	12%	1%	8%	10	0	100%[activator]
CC(C)NC(=O)N(C)C[C@H]1Oc2ccc(NC(=O)Cn3cnnn3)cc2C(=O)N([C@H](C)CO)C[C@@H]1C	-14	0%	/	/	/	/	-4%
O=C(O)C1CC=CCC1C(=O)NCCc1cccc(Cl)c1 (stereo not given)	/	-2%	9%	?	27	-2	-7%
O=C(CC1NCCc2ccccc21)Nc1ccc(Oc2ccccc2)cc1 (stereo not given)	?	4%	4%	?	-13	15	17%
Cc1ccc(NC(=O)CC2NCCN(Cc3ccccc3)C2=O)cc1 (stereo not given)	19	-7%	3%	-4%	7	-2	9%
CCN(CC)S(=O)(=O)c1ccc(-c2csc(C)n2)s1	-15	-5%	3%	-5%	13	7	-17%
O=C(O)c1ccc(Nc2nc(-c3ccccc3)cs2)cc1	68	-4%	16%	2%	112*	27*	-18%
CC(=O)Nc1ccc(SC[C@H](CC(C)C)N2CCN(CCc3ccccc3)CCC2=O)cc1	28	3%	-2%	-9%	-5	-1	163%[activator]
Cc1ccc(NC(=O)c2ncn[nH]2)cc1	-40	-3%	-9%	2%	40	19*	-13%
O=C(Cn1ncc2c([nH]c3ccccc32)c1=O)Nc1ccc(CN2CCCCC2)cc1	/	-1%	1%	0%	-3	10	18%
CCCC(=O)NCCCCNC(=O)CCC	0	-4%	8%	-15%	5	-3	-11%
COc1ccc(N2CCN(C(=O)c3ccc(CS(=O)c4cccc(C)c4)o3)CC2)cc1 (stereo not given)	11&-9	-1%	/	0%&1%	-12	-10	77%[activator]
Cn1nc(-c2ccc(C(=O)N3CCN(CCO)CC3)cc2)c2ccccc2c1=O	58	-2%	0%	-7%	-15	7	0%
CN1CCN(C(c2cccc(Cl)c2)c2ccccc2Cl)CC1 (stereo not given)	-17	?	9%	9%	-10	-4	83%[activator]
Cc1ccc(NC(=O)CSc2nnc(C3COc4ccccc4O3)o2)c(Cl)c1 (stereo not given)	?	11%	4%	-2%	-9	-2	-33%
CCOCc1nc(N)[nH]c(=O)c1Cc1ccc(OC(C)C)cc1	30	-4%	0%	-10%	2	-2	-29%
Cc1ccc(Cn2nc(C)c(NC(=O)CCCn3nc([N+](=O)[O-])c(Cl)c3C)c2C)cc1	32	-20%	9%	?	-15	-5	133%[activator]
CCOc1cc(S(=O)(=O)NCc2ccccc2)ccc1Br	-26	0%	-3%	0%	-4	1	-22%[2.29 µM]
CC(=O)c1cccc(NC(=O)CC(C)n2ccnc2)c1 (stereo not given)	-13	-13%	4%	0%	12	2	-8%
O=C(COc1cc(F)ccc1[N+](=O)[O-])N1N=C(c2cccs2)CC1c1ccco1 (stereo not given)	-5	-6%	/	3%	/	/	-18%
O=C(Nc1cccc(Cl)c1)c1c(O)c2c(n(Cc3ccco3)c1=O)CCCC2	-36	4%	13%	-1%	57	31*	-10%
COCCNC(=O)CN1C(=O)NC2(CCOc3ccccc32)C1=O (stereo not given)	22	75%[activator]	-6%	-2%	-14	-3	-16%
Cc1cc(C(=O)CSc2nnnn2-c2ccc(Cl)cc2)c(C)n1CC1CCCO1 (stereo not given)	-1	4%	3%	7%	-11	0	-8%
COCCn1cnnc1SCC(=O)Nc1sccc1C(N)=O	4	-5%	-6%	-1%	-14	-2	-23%
CN(Cc1nc(-c2ccc3c(c2)OCO3)no1)CC1(N2CCOCC2)CCCCC1	23	-19%	1%	-4%	23	15	-4%
O=C(COC(=O)c1c2ccccc2cc2ccccc12)NCC(F)(F)F	-19	40%[activator]	-8%	?	-4	-1	-8%
CC(C)CNC(=O)COC(=O)C1c2ccccc2Oc2ccccc21	-20	-8%	1%	3%	-4	-2	37%
COC(=O)c1ccc(Cn2cnc3c(sc4nc(N5CCOCC5)c5c(c43)CCCC5)c2=O)o1	0	-12%	20%	?	-2	4	159%[activator]
CC(C)NC(=O)NC(=O)CN1C(=O)NC2(CCc3ccccc3C2)C1=O (stereo not given)	3	-1%	4%	3%	3	-2	-2%
COc1ccccc1-n1c(C)cc(/C=C2\C(=N)N3N=C(CC(=O)N4CCOCC4)SC3=NC2=O)c1C	0	2%	/	4%	4	0	160%[activator]
Cc1ccc(C(=O)NNC(=O)c2cccs2)cc1	-21	7%	-2%	0%	87*	33*	-7%
Cc1ccc(C(=O)N/N=c2\oc3ccccc3cc2C(N)=O)cc1	11	129%[activator]	2%	?	30	14	11%
COCC(=O)Nc1nc2n(n1)C(c1ccccc1)CC(c1ccc(OC)cc1)N2 (stereo not given)	25	17%	-2%	?	-7	-3	19%
O=[N+]([O-])c1ccc(SCc2ccncc2)nc1	-84*	2%	9%	4%	-4	-3	-3%
O=C(COc1ccc(-n2ccnc2)cc1)Nc1cccc(F)c1	?	0%	2%	6%	39	11	-17%
CCc1ccc(NC(=O)CS(=O)CC(=O)NCC2OCCc3ccccc32)cc1 (stereo not given)	19	5%	5%	-1%	-6	-4	21%
CCOC(=O)c1cc(CC)sc1/N=C/C1C(=O)NC(=S)NC1=O	-32	-14%	18µM*	1%	-9	10	-28%
COc1ccc(-c2csc3nc[nH]c(=O)c23)cc1OC	-34	-7%	-4%	6%	24	-8	-6%
CCn1c(=O)c(CCC(=O)N2CCN(c3ccccn3)CC2)c(C)c2c(C)nn(-c3cccc(C)c3)c21	3	12%	/	-2%	-3	0	15%
Cc1nn(C)cc1NC(=O)c1nn(C)cc1[N+](=O)[O-]	-10	8%	-3%	?	17	9	-14%
